Screening results from PubChem BioAssay.
GPT2 inhibitor: GPT2 alanine aminotransferase inhibition. hit rate 0.25% among 100,000. Recombinant GPT2, coupled pyruvate oxidase/HRP Amplex Red fluorescence. Potency, µM (titrated, usually from 57.7 µM), for the others: at the highest dose activity change, negative = inhibition, most hits filed as inhibitors. Q8TD30; also: potency is read from the fitted curve at half-maximal effect; nearly all actives have a fitted effect of over 60% in size; many of its hits are not listed in these tables
Target sequence (Q8TD30 whole entry, looked up): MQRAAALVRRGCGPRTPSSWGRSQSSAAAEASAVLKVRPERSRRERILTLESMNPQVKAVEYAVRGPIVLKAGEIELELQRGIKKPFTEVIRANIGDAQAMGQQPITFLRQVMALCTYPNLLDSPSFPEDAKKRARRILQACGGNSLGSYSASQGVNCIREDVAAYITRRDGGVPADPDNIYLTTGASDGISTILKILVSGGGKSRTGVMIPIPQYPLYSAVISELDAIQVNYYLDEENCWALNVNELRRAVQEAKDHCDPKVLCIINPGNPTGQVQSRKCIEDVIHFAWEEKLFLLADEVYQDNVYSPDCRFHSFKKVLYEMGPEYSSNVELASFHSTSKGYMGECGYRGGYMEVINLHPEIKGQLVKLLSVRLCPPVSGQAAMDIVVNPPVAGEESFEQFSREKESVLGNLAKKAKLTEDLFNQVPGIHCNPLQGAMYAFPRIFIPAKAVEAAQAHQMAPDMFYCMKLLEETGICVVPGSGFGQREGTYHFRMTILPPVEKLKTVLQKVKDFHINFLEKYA
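Fluorescence of coupled pyruvate oxidase/HRP/Amplex Red system (50uM Amplex, 30 min, dark) reports pyruvate formed by GPT2. Enzyme reaction: 10ng/uL GPT2, 2mM L-alanine, 250uM a-KG, 30 min room temperature, pH 7.5; 50uM AOA control.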
IP6K1 inhibitor: IP6K1 kinase inhibition; Q92551; IP6K1 kinase, ADP-Glo luminescence, 2 h; stronger effect = lower value; activity change, % (series mostly up to about 58 µM); hit rate 0.81% among 140,000; AID 1645851; in the data active = activity change below about -25%
Target sequence (Q92551 whole entry, looked up): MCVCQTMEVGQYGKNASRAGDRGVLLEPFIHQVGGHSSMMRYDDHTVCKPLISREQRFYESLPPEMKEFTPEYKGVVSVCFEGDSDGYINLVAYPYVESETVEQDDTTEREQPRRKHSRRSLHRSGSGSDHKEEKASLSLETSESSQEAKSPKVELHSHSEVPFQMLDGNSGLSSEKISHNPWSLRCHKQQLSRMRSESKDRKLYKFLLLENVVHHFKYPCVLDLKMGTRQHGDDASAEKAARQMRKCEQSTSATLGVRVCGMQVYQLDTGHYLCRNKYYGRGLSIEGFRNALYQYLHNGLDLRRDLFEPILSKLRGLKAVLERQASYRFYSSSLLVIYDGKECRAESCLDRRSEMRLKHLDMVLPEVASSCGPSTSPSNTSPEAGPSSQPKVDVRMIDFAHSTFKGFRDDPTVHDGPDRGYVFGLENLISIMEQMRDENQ
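ADP-Glo luminescence measures ADP made by human IP6K1 during a 2 h RT reaction with ATP/IP6 (mix at 1.3 mM/130 uM); top library doses 57.5 and 19.1 uM final.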
FLuc inh: Photinus pyralis luciferase inhibition; Potency, µM (titrated, usually from 115 µM), without a hit: at the highest dose activity change, negative = inhibition, actives largely listed as inhibitors; hit rate 2.5% among 76,000; P08659; purified P. pyralis luciferase, luminescence, biochemical; AID 1347043; also: potency is read from the fitted curve at half-maximal effect; nearly all actives have a fitted effect of over 65% in size
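FLuc 10nM, D-luciferin 10uM, ATP 10uM, Mg acetate 10mM, Tris acetate pH 7.5, Tween/BSA; cpd qHTS; enzyme added last; CCD luminescence.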
SNCA viab count: counter-screen for SNCA expression inhibitors: cell viability. HEK-293-SNCA-luc viability, GF-AFC fluorescence, 24 h. Potency, µM (titrated, usually from 57.1 µM), for inactives: at the top dose activity change, negative = cytotoxicity, usual class: cytotoxic. hit rate 0.12% among 150,000. AID 1671193;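 also: potency is read from the fitted curve at half-maximal effect; 0% = DMSO-treated cells and -100% = medium-only wells without cells; nearly all actives have a fitted effect of over 30% in size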
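HEK-293-SNCA-luc cells (1500/well) plated 24 h, then exposed 24 h to a dilution series; GF-AFC added 30 min at 37C, fluorescence 405/540 nm; normalised to medium-only and DMSO wells, Hill fit.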
3T3 cytotox: NIH 3T3 cell cytotoxicity; NIH 3T3 viability, CellTiter-Glo ATP luminescence, 48-72 h; Potency, µM (highest dose often 96.7 µM), for the others: at the highest dose activity change, negative = cytotoxicity, most hits filed as inhibitors; hit rate 4.3% among 94,000; also: potency is read from the fitted curve at half-maximal effect; nearly all actives have a fitted effect of over 55% in size
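Luminescent ATP readout (CellTiter-Glo, 10 min RT) after 48 or 72 hr compound exposure of NIH 3T3 cells seeded at 400 cells/well in 1536-well format; quantitative HTS.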
SNCA expr inhib: SNCA gene expression inhibition; hit rate 0.17% among 140,000; AID 1671194; Potency, µM (series often up to 57.2 µM), inactives show at the top dose activity change, negative = inhibition, most hits filed as inhibitors; HEK-293 SNCA-luciferase knock-in, luminescence, 24 h;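 also: potency is read from the fitted curve at half-maximal effect; plate controls were DMSO cells for no effect and cell-free wells for full effect; nearly all actives have a fitted effect of over 45% in size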
HEK293 tox: HEK 293 cell cytotoxicity | AID 1345083 | hit rate 6.6% among 94,000 | HEK 293 viability, ATP luminescence (CellTiter-Glo), 48-72 h | Potency, µM (highest dose often 115 µM), for the others: at the top dose activity change, negative = cytotoxicity, actives largely listed as inhibitors; also: potency is read from the fitted curve at half-maximal effect; nearly all actives have a fitted effect of over 60% in size
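Viability of HEK 293 cells, plated at 250 cells/well, was judged by cellular ATP after compound treatment for 48 or 72 hr. Luminescence was imaged 10 min after CellTiter-Glo addition at room temperature.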
An asterisk follows results filed as active; i = inactive; u = inconclusive; x = not tested or not shown; [ ] = dose if it differs, or a comment. Unless noted, calls follow the shape of the dose curve; as a rule, active = well fitted curve in the direction sought with a large enough effect; inconclusive = small, poorly fitted or top-dose-only effect, or another doubt; inactive = no such curve, though single readings can be large; an effect the other way counts as inactive or inconclusive. Unless noted, % is scaled to controls: 0 for no effect and ±100 for the full control effect. Not all compounds are listed. The share of hits here may be higher or lower than overall.

SMILES | GPT2 inhibitor | IP6K1 inhibitor | FLuc inh | SNCA viab count | 3T3 cytotox | SNCA expr inhib | HEK293 tox
COc1ccc(OC)c(C2Nc3c(C)cc(C)cc3-c3cc(C)nn32)c1 (stereo not given) | x | -9 | x | u | x | 6% | x
CC(C)CC(=O)NCC1(N(C)C)CCCCC1 | x | 31 | x | -6% | x | 13% | x
CCn1ccc(C(=O)N2CCCCC2c2noc(COCCOC)n2)n1 (stereo not given) | i | -8 | x | -1% | -12% | -26% | 1%
Cc1cc2nc(-c3ccc(OCc4ccccc4Cl)cc3)cc(C(F)(F)F)n2n1 | x | -2 | x | 4% | x | 7% | x
O=C(Nc1ccc([C@H]2OCC(=O)N(Cc3cccnc3)[C@@H]2CO)cc1)c1ccnc(Cl)c1 | i | -9 | 3% | -4% | -7% | -9% | 4%
CC(C)(C#N)c1ccc(N2C(=O)OCc3cnc4ccc(-c5cnc6ccccc6c5)cc4c32)cc1 | 2% | -17 | x | u | x | x | x
Cc1ccccc1NCc1nc2ccccc2n1CCOc1ccccc1 | x | -14 | x | -12% | x | 117%[activator] | x
COCCn1cnc2ccc(OCc3ccc(C(F)(F)F)cc3)nc2c1=O | -8%[88.5 µM] | -5 | -14%[172 µM] | 6%[87.6 µM] | u | 6%[87.6 µM] | u
O=C1CC(=O)Nc2cc(S(=O)(=O)Nc3cccc(Br)c3)ccc2N1 | x | -13 | x | 14% | x | 6% | x
O=C1NCCOCCN(C(=O)c2ccncc2)[C@H]2CCC[C@@H]12 | -16% | 15 | -3% | 5% | -4% | -5% | i
COCc1ccc2c(c1)c(OC(C)(C)C(=O)Nc1cc(C)nn1C)nn2Cc1cccnc1 | i | -6 | -1% | -1% | 40µM* | 6% | i
Fc1ccc(-n2ncc3c(N4CCC(Cc5ccccc5)CC4)ncnc32)cc1 | x | 9 | x | -7% | x | 39%[activator] | x
CCOc1ccccc1CNC(=O)c1cccc(NC(=O)c2nsc3ccccc23)c1 | x | 26 | x | -18% | x | 62%[activator] | x
Cc1cccc(CN2CCCC3(CCN(c4cc(C)nc(N)n4)C3)C2=O)c1 (stereo not given) | -6% | -7 | 8% | -24% | u | 5% | u
CCOc1ccccc1CN1CCN(c2ncccc2C#N)CC1CCO (stereo not given) | i | 8 | -2% | -2% | u | 2% | u
CCCCNC(=O)CCCN1C(=O)COc2ccc(C(C)(C)CC)cc21 | -16% | -11 | 1% | u | u | u | 45µM*
NC(=O)[C@H](Cc1ccc(O)cc1)NC(=O)C1=C[C@@H](NC(=O)CC2(CC(=O)O)CCCC2)[C@@H](O)[C@H](O)C1 | 1% | 5 | -8% | 7% | -7% | -17% | -11%
COC[C@@H]1CN(Cc2cnn(C)c2C)C[C@H]1c1ccncc1 | -2% | -9 | 4% | 1% | i | 12% | i
COCC1CCN(Cc2cc3ccc(OC)cc3nc2-c2cccc(C)c2)C1 (stereo not given) | i | 21 | u | -26% | u | 2% | u
Cc1ccc(CSCCC(=O)NCc2ccc(F)cc2Cl)cc1 | x | -2 | x | 6% | x | -9% | x

Part of the list above in order of length of the SMILES, falling:
SMILES | GPT2 inhibitor | IP6K1 inhibitor | FLuc inh | SNCA viab count | 3T3 cytotox | SNCA expr inhib | HEK293 tox
Cc1cccc(CN2CCCC3(CCN(c4cc(C)nc(N)n4)C3)C2=O)c1 (stereo not given) | -6% | -7 | 8% | -24% | u | 5% | u
COc1ccc(OC)c(C2Nc3c(C)cc(C)cc3-c3cc(C)nn32)c1 (stereo not given) | x | -9 | x | u | x | 6% | x
COCCn1cnc2ccc(OCc3ccc(C(F)(F)F)cc3)nc2c1=O | -8%[88.5 µM] | -5 | -14%[172 µM] | 6%[87.6 µM] | u | 6%[87.6 µM] | u
Cc1ccc(CSCCC(=O)NCc2ccc(F)cc2Cl)cc1 | x | -2 | x | 6% | x | -9% | x
CC(C)CC(=O)NCC1(N(C)C)CCCCC1 | x | 31 | x | -6% | x | 13% | x

Reprinted at random: 2 records from the list.
SMILES | GPT2 inhibitor | IP6K1 inhibitor | FLuc inh | SNCA viab count | 3T3 cytotox | SNCA expr inhib | HEK293 tox
COC[C@@H]1CN(Cc2cnn(C)c2C)C[C@H]1c1ccncc1 | -2% | -9 | 4% | 1% | i | 12% | i
Cc1ccc(CSCCC(=O)NCc2ccc(F)cc2Cl)cc1 | x | -2 | x | 6% | x | -9% | x

(further entries)
SMILES | GPT2 inhibitor | IP6K1 inhibitor | FLuc inh | SNCA viab count | 3T3 cytotox | SNCA expr inhib | HEK293 tox
CCCSc1ncc(Cl)c(C(=O)Nc2scc(-c3ccc(C)cc3)c2C(=O)OCC)n1 | x | -11 | x | 2% | x | -5% | x
Cc1ccc(CCNC(=O)C2COc3ccccc3C2)cc1 (stereo not given) | x | 16 | x | 3% | x | 17% | x
CCOC(=O)N1CCC2(CC1)OC(=O)C(C)=C2C(=O)NCc1cccc(F)c1 | x | -1 | x | -4% | x | -4% | x
CC(=O)Nc1ccc(NS(=O)(=O)c2c(C)nc3sccn3c2=O)cc1 | x | 12 | x | 0% | x | -5% | x
Clc1ccccc1C1(c2ccnc(CC3CC3)n2)CCNCC1 | -7% | -6 | -4% | -20% | 79µM* | u | u
O=C1NCN(Cc2ccc(Cl)cc2)C12CCN([S+](=O)([O-])c1ccccc1)CC2 | i | -1 | 1% | -3% | -10% | -1% | -7%
CCOC(=O)c1ccc(NC(=O)CN2CCCCC2)cc1 | -5% | 16 | x | -12% | x | 55%[25.6 µM] | x
CCCn1cc(C(=O)N2CC(=O)N(c3cccc(C)c3)CC2C)c(C)n1 (stereo not given) | 5% | 5 | -8% | 3% | -10% | -19% | -11%
CCNC(=O)c1cccnc1OC1CCN(C(=O)c2cc(F)ccc2F)C1 (stereo not given) | 0% | 21 | -2% | 10% | i | u | 3%
O=C(c1cnc2c(c1)N([S+](=O)([O-])c1cccnc1)CCC2)N1CCC(c2ccccc2)CC1 | -26% | 4 | 5% | 4% | -29% | 4% | u
COc1ccccc1NC(=O)Cn1c(=O)c(CNc2ccccc2)cc2cc(OC)c(OC)cc21 | x | -4 | x | 0% | x | 0% | x
CCOC(=O)c1cccc(NC(=O)CCc2c(C)nc3c4cccnc4nn3c2C)c1 | x | 16 | x | 6% | x | 38%[activator] | x
CCCn1c2ccccc2c2cnn(CC(=O)N3CCCC(C)C3)c(=O)c21 (stereo not given) | x | 1 | x | -9% | x | -5% | x
O=C(c1cccs1)N1CCC2(CC1)CC(N(C(=O)c1ccccc1)C1CC1)CCO2 (stereo not given) | i | -11 | 1% | -7% | -32% | -20% | u
O=C(O)Cc1cn([C@@H]2O[C@H](CO)[C@@H](O)[C@H](O)[C@H]2O[C@@H]2O[C@H](CO)[C@@H](O)[C@H](O)[C@H]2O)c2ccccc12 | i | 8 | x | -5%[23.9 µM] | x | x | x
Cc1ccc(NC(=O)Cn2ccn3nc4c(c3c2=O)CC(C)CC4)cc1Cl (stereo not given) | 1% | 18 | u | 1% | -3% | 47%[activator] | u
CCn1cc(S(=O)(=O)N2CC(N(C)Cc3cccnc3)C2)cn1 | -11% | 2 | -3% | 10% | 5% | 0% | -3%
Cn1c(CNC(=O)C2CCN(C(=O)N3CC4CC(C3)[C@H]3CCCC(=O)N3C4)CC2)nc2ccccc21 (stereo not given in full) | 5% | 5 | 4% | 4% | u | 7% | -2%
COc1ccc(F)c(CN2CCCC(O)(CN3CCOC(C)(C)C3)C2=O)c1 (stereo not given) | -6% | 6 | 6% | -2% | -4% | -12% | -4%
CCC(=O)Nc1nnc(SCc2cc(=O)c3cc(C)ccc3[nH]2)s1 | x | 1 | x | -5% | x | 20% | x
COc1ccc(-c2ccc3ncc(Nc4cccc(C(F)(F)F)c4)n3n2)cn1 | u | -21 | -11%[172 µM] | 11%[87.6 µM] | u | -13%[87.6 µM] | 45µM*
Cc1ccc(NC(=O)Cn2c(CCC(=O)O)ccc2-c2cccs2)cc1Cl | x | -10 | x | 1% | x | -26% | x
Cc1cc(N2CCN(C)CC2)nc2ccc(NC(=O)Nc3ccc(Cl)cc3)cc12 | x | 23 | x | -2% | x | 86%[activator] | x
C[C@@H](c1ccccc1)N(C)C(=O)c1cn(Cc2cccc(C(F)(F)F)c2)nn1 | 2% | -10 | -2% | 5% | u | 10% | u
CCOc1ccc(C(=O)Nc2cc(-c3nc4cc(OC)ccc4o3)ccc2C)cc1[N+](=O)[O-] | x | -3 | x | 5% | x | 6% | x
CCCCN1C(=O)c2[nH]nc(-c3ccccc3O)c2C1c1ccc(OCc2ccccc2)c(OC)c1 (stereo not given) | x | 6 | x | u | x | u | x
Cc1cc2c(cc1S(=O)(=O)CCC(=O)N(C)Cc1ccccc1)OCC(=O)N2 | x | -9 | x | 3% | x | 10% | x
